# dFosB act: activators of mouse delta FosB homodimer. purified delta FosB, TAMRA-CDK5 oligo fluorescence polarization; percent of positive-control signal above neutral wells. activation, % at 25 µM. 340,000 compounds, 0.99% hits;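 active = mean activation above about 17%, with every replicate also reaching it, limit read from the data, passing the limit was not always enough; inconclusive = only one of the two conditions met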;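 note: fluorescence polarization rise as delta FosB binds a TAMRA Cdk5 AP-1 oligo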
# Wnt act: activators of Wnt/beta-catenin signaling; 300,000 compounds, 1.2% hits; Wnt/beta-catenin reporter cell assay, activator, plate reader; AID 743398; activation, % at 9.35 µM; in the data active = activation above about 30%, passing the limit was not always enough; inconclusive = no clear call, values can overlap the other calls;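 note: 0% = neutral control wells and 100% = positive control wells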
# HTR5A ag ctr: HTR5A agonism, opioid heterodimer counter-screen | activation, % at 9.3 µM | P47898 | AID 504692 | HTR5A agonist assay, luminescence, cell-based | 340,000 compounds, 0.61% hits; in the data active = activation mostly above about 9.5%, no sharp cut-off; inactive = mostly below about 7.6%;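 note: 0% = cells with vehicle only and 100% = reference agonist; strong numbers were not always called active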
# CDK5 p35 inh: inhibitors of human CDK5/p35 kinase; Q00535+Q15078; Recombinant CDK5/p35, ADP-Glo luminescence, 60 min; inhibition, % at 10 µM; 330,000 compounds, 0.01% hits; AID 488839;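 active = highest replicate inhibition of at least 50% and at least 75% of replicates reaching 50%; inconclusive = only one of the two criteria met; inactive = both criteria failed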;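 note: plate controls were DMSO neutral control for no effect and GW8510 at 10 µM for full effect; many of its hits are not listed in these tables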
# Target sequence (Q00535 whole entry, looked up): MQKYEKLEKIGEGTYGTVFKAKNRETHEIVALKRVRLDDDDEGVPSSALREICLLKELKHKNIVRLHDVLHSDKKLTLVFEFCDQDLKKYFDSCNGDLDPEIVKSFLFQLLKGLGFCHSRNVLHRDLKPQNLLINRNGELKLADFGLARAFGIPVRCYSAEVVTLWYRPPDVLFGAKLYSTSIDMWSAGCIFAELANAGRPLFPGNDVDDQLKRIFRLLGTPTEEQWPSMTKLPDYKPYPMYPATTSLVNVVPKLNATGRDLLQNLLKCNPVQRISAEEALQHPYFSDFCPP
# Target sequence (Q15078 whole entry, looked up): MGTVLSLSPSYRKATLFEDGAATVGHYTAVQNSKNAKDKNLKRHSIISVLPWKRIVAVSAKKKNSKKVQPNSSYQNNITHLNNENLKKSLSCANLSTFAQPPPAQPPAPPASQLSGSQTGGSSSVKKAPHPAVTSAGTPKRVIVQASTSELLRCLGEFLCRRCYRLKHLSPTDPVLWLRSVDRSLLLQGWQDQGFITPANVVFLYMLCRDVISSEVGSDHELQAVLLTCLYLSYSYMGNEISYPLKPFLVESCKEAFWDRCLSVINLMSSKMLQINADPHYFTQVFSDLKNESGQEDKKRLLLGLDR
# cardiac RTF act: increases calcium sensitivity of human cardiac regulated thin filaments. AID 493008. IANBD-labeled TnC RTF fluorescence at EC20 calcium; 0% EC20 calcium, 100% full calcium. activation, % at 7.2 µM. 340,000 compounds, 0.24% hits. P19429+P45379;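 active = activation above the mean over all tested compounds plus 3 SD, cut at about 30% in these data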;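 note: rise in fluorescence read as greater calcium sensitivity of cardiac thin filaments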
# PvdQ acylase: P. aeruginosa PvdQ acylase inhibition; purified PvdQ acylase, fluorescence plate reader; inhibition, % at 10 µM; 340,000 compounds, 0.063% hits; in the data active = inhibition above about 30%, passing the limit was not always enough; inconclusive = no clear call, values can overlap the other calls;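 note: 0% = vehicle neutral wells and 100% = reference inhibitor wells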
# SR-BI DiI inh: blocks mouse SR-BI lipid uptake from DiI-HDL | ldlA[mSR-BI] CHO cells, DiI-HDL uptake fluorescence, 3 h | 320,000 compounds, 0.96% hits | inhibition, % at 12.5 µM | Q61009;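 active = mean replicate inhibition of at least 70% and a set share of replicates each scoring 70 or more; inconclusive = meets just one of the two criteria; inactive = fails both criteria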;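 note: 0% = median of neutral control wells and 100% = median of positive control wells; values of inactives mirror those of a sister screen read the other way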
# Rtt109 Vps75: inhibitors of Candida albicans Rtt109/Vps75 histone acetyltransferase | Q5AAJ8 | purified Rtt109/Vps75, ThioGlo CoA-SH fluorescence, 4 h | inhibition, % at 34.9 µM | 330,000 compounds, 0.16% hits | AID 540336;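 active = inhibition of at least 50% in every replicate; inconclusive = best replicate reaches 50% inhibition but some replicates fall short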
# MITF act: activators of MITF-driven TRPM1 promoter activity in SK-MEL-5 cells; activation, % at 12.5 µM; 300,000 compounds, 0.75% hits; SK-MEL-5 TRPM1-promoter luciferase, 24 h; % of positive control, neutral wells = 0;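 active = mean activation of at least 80% with every replicate also reaching 80%; inconclusive = mean reaches 80% but some replicate falls short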;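 note: 0% = neutral control wells and 100% = parthenolide positive control wells; values of inactives mirror those of a sister screen read the other way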
# SR-BI uptake up: activators of SR-BI mediated HDL lipid uptake; activation, % at 12.5 µM; CHO ldlA[mSR-BI] cells, DiI-HDL uptake fluorescence, 3 h; 100 = double the neutral-control signal; 320,000 compounds, 0.096% hits; AID 504775;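 active = mean replicate activation of at least 60% and every replicate at or above 60%; inconclusive = mean or all-replicate condition met, but not both; inactive = mean below 60% and not all replicates reaching 60%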;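 note: 0% = median plate neutral-control signal and 100% = twice that signal; values of inactives mirror those of a sister screen read the other way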
#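 system = CHO ldlA[mSR-BI] cells, LDL receptor-null, SR-BI overexpressing | medium = Ham's F12 with 0.5% BSA, HEPES 25 mM, pH 7.4 | probe or stimulus = DiI-HDL 10 µg/mL | compound dosing = single-point compound dose | incubation = compound exposure 3 h, 37 °C | technique = DiI fluorescence, bottom read | read-out = cell-associated DiI fluorescence as measure of HDL uptake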
# * marks the source's active call; other numbers are inactive results; ? = inconclusive; . = no result given.
# A first look, 2 compounds:
1	COCCCNC(=O)c1cn(Cc2c(F)cccc2Cl)nn1
2	CCN1C(=O)/C(=C/c2cn(-c3ccccc3)nc2-c2cccnc2)SC1=S
compound no.	1	2
dFosB act	-3.3	0.8
Wnt act	-4.8	-1.0
HTR5A ag ctr	1.1	-0.2
CDK5 p35 inh	-1.2	-2.2
cardiac RTF act	7.9	8.8
PvdQ acylase	-6.2	-10.3
SR-BI DiI inh	-20.9	44.6
Rtt109 Vps75	-1.7	-0.7
MITF act	3.5	-1.0
SR-BI uptake up	20.9	-44.6

# The list itself, repeating the preview:
1	COCCCNC(=O)c1cn(Cc2c(F)cccc2Cl)nn1
2	CCN1C(=O)/C(=C/c2cn(-c3ccccc3)nc2-c2cccnc2)SC1=S
3	Cc1c(CC(=O)N2CCC(C(N)=O)CC2)c(=O)oc2cc3c(cc12)CCC1(CCCCC1)O3
4	COc1ccc(OCCCC(=O)Nc2ncn[nH]2)cc1
5	COc1ccc(C(=O)N2CCc3cc4c(cc3C2C)OCCCO4)cc1 (stereo not given)
6	Cc1c(N(C)S(=O)(=O)c2cc(C(=O)Nc3ccccn3)ccc2Cl)c(=O)n(-c2ccccc2)n1C
7	O=C(Nc1ccc(Nc2ccncc2)cc1)c1ccc(Nc2ccnc3ccc([N+](=O)[O-])cc23)cc1[N+](=O)[O-]
8	CC1=C(C(=O)OC(C)C)C(c2cccc([N+](=O)[O-])c2)n2c(cc(=O)[nH]c2=S)N1 (stereo not given)
compound no.	1	2	3	4	5	6	7	8
dFosB act	-3.3	0.8	-16.2	3.3	-7.4	-5.8	?	8.3
Wnt act	-4.8	-1.0	-0.7	-6.9	0.1	-2.4	1.8	1.2
HTR5A ag ctr	1.1	-0.2	1.3	4.2	4.0	7.8	-2.2	-1.4
CDK5 p35 inh	-1.2	-2.2	0.5	1.3	-2.4	0.4	-0.3	5.7
cardiac RTF act	7.9	8.8	0.0	-0.4	-0.8	-5.0	-3.8	-1.2
PvdQ acylase	-6.2	-10.3	-17.1	-5.4	-3.7	-9.2	-8.6	2.6
SR-BI DiI inh	-20.9	44.6	0.8	-20.4	10.2	-15.1	49.4	26.8
Rtt109 Vps75	-1.7	-0.7	-8.9	-5.3	-10.5	-1.2	-8.7	22.1
MITF act	3.5	-1.0	.	-3.3	2.7	-8.3	9.6	13.0
SR-BI uptake up	20.9	-44.6	-0.8	20.4	-10.2	15.1	-49.4	-26.8

9	CCOc1cc(C(=O)N/N=C\c2cn(CC)nc2C)cc(OCC)c1OCC
10	O=C(CN1CCC(NC(=O)C2CC2)CC1)Nc1ccccc1[N+](=O)[O-]
11	COc1ccc(Oc2ccc(/C=C/C(=O)c3ccc(O)cc3)cc2[N+](=O)[O-])cc1
12	COc1cccc(CNc2nccs2)c1O
13	O=C(CN1CCOCC1)Nc1scc(-c2ccccc2)c1C(=O)N1CCOCC1
14	Cc1cc(NC(=O)C(C)C)ncc1NC(=O)c1cccc(F)c1
15	CC(=O)Oc1ccc(C(=O)O)c(OC(C)=O)c1
16	Cc1ccc(Nc2c(-c3ccccn3)nc3cccc(C)n23)cc1
compound no.	9	10	11	12	13	14	15	16
dFosB act	-9.9	-5.7	3.4	3.7	-7.9	3.4	-0.5	15.9
Wnt act	-1.6	0.4	-1.4	5.1	-0.5	.	-0.2	1.3
HTR5A ag ctr	5.9	-2.4	-4.2	3.1	0.3	-0.1	3.4	-4.5
CDK5 p35 inh	-6.1	1.2	-0.3	-0.6	1.3	-1.4	0.5	0.9
cardiac RTF act	4.8	1.7	2.7	-2.5	-7.9	5.3	2.6	2.9
PvdQ acylase	-6.1	-10.7	-2.4	-9.2	-7.9	-3.1	2.4	-3.2
SR-BI DiI inh	81.2*	.	22.4	-10.3	-8.2	-31.5	-41.2	.
Rtt109 Vps75	-0.9	10.6	0.1	5.1	-1.1	-46.4	7.5	-8.2
MITF act	-2.2	.	-80.7	15.0	-9.5	-0.7	1.7	-68.5
SR-BI uptake up	-81.2	.	-22.4	10.3	8.2	31.5	41.2	.

17	CC(=O)Nc1ccc(S(=O)(=O)N2CCN(CCCOc3cc(C)ccc3C)CC2)cc1
18	OC(COc1ccccc1)CN1CCC(Cc2ccccc2)CC1 (stereo not given)
19	CCOC(=O)c1ccc(NC(=O)CCOc2ccc(C)cc2)cc1
20	CCOc1ccc(CCNC(=O)CN2C(=O)NC(CCSC)C2=O)cc1OCC (stereo not given)
21	CCc1ccc(NC(=S)NC2CC3CCC(C2)N3Cc2ccco2)cc1 (stereo not given)
22	CCOC(=O)C1=C(C)Nc2nc3ccccc3n2C1c1ccccc1 (stereo not given)
23	CC(=O)c1nnn(-c2nc(N)nc(N(c3ccccc3)c3ccccc3)n2)c1C
24	COC(=O)c1ccc2nc(C(F)(F)F)[nH]c2c1
25	COc1ccc(OC)c(/C=N/NC(=O)CNC(=O)c2ccc(S(=O)(=O)N3CCOCC3)cc2)c1
26	CC1=C(C)CC(C(=O)N2CCN(Cc3ccc4c(c3)OCO4)CC2)C(C(=O)O)C1 (stereo not given)
27	CCOC(=O)N1CCN(C(=O)Nc2ccc3nc(C)c(C)nc3c2)CC1
compound no.	17	18	19	20	21	22	23	24	25	26	27
dFosB act	0.1	-5.2	-4.6	-1.5	-11.7	7.3	-27.1	-1.3	0.5	4.8	-7.8
Wnt act	.	0.2	-7.3	-1.8	-2.2	0.0	.	.	-0.5	-1.7	.
HTR5A ag ctr	2.2	-0.2	-4.7	-4.6	3.8	7.4	-2.3	-3.4	-4.7	3.8	11.4
CDK5 p35 inh	0.1	0.4	1.4	-1.0	-0.2	-0.2	0.6	0.3	0.8	0.6	6.6
cardiac RTF act	1.5	-0.8	-0.6	3.8	-2.5	-5.9	-0.7	3.2	-2.0	-1.4	-4.7
PvdQ acylase	-9.2	7.4	-11.1	-2.1	-10.6	-0.1	-13.6	-0.1	-6.4	-3.6	-2.4
SR-BI DiI inh	-2.7	-43.5	6.5	36.7	-39.9	15.8	-13.9	-9.6	40.6	-28.9	-24.1
Rtt109 Vps75	-15.2	-10.8	-11.0	11.3	-4.6	-10.1	-2.0	8.4	-5.3	-1.8	-4.6
MITF act	-5.9	.	.	2.8	-11.6	-10.0	-11.9	.	3.9	2.1	7.5
SR-BI uptake up	2.7	43.5	-6.5	-36.7	39.9	-15.9	13.9	9.6	-40.6	28.9	24.1

# Full records as entered above:
# Shown for `COc1ccc(OC)c(/C=N/NC(=O)CNC(=O)c2ccc(S(=O)(=O)N3CCOCC3)cc2)c1` = dFosB act: 0.5; Wnt act: -0.5; HTR5A ag ctr: -4.7; CDK5 p35 inh: 0.8; cardiac RTF act: -2.0; PvdQ acylase: -6.4; SR-BI DiI inh: 40.6; Rtt109 Vps75: -5.3; MITF act: 3.9; SR-BI uptake up: -40.6
# Shown for `CC1=C(C)CC(C(=O)N2CCN(Cc3ccc4c(c3)OCO4)CC2)C(C(=O)O)C1` (stereo not given) = dFosB act: 4.8; Wnt act: -1.7; HTR5A ag ctr: 3.8; CDK5 p35 inh: 0.6; cardiac RTF act: -1.4; PvdQ acylase: -3.6; SR-BI DiI inh: -28.9; Rtt109 Vps75: -1.8; MITF act: 2.1; SR-BI uptake up: 28.9
# Shown for `COC(=O)c1ccc2nc(C(F)(F)F)[nH]c2c1` = dFosB act: -1.3; Wnt act: .; HTR5A ag ctr: -3.4; CDK5 p35 inh: 0.3; cardiac RTF act: 3.2; PvdQ acylase: -0.1; SR-BI DiI inh: -9.6; Rtt109 Vps75: 8.4; MITF act: .; SR-BI uptake up: 9.6
